# Assay outcomes deposited in PubChem by The Scripps Research Institute Molecular Screening Center.
# TEAD-YAP inh: TEAD-YAP interaction inhibition; HEK-TIYL cells, TEAD-Gal4/YAP UAS-luciferase luminescence; inhibition, % at 9.12 µM; 640,000 tested, 1.4% active; in the data active = inhibition above about 32%;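 also: 0% = median of test compound wells and 100% = reference inhibitor wells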
# FBW7 act: human FBW7 E3 ligase activation, primary screen; Q969H0; AlphaScreen FBW7–phospho-cyclin E peptide binding, activator screen; normalized activity (activation), % at 26.1 µM; 650,000 tested, 0.13% active; in the data active = normalized activity above about 1.9%;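 also: purified mutant Fbw7 with reduced substrate affinity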
# MITF primary: blocks human microphthalmia-associated transcription factor; O75030; AlphaScreen MITF homodimerization, bead proximity signal; inhibition, % at 2.6 µM; 650,000 tested, 0.91% active; in the data active = inhibition above about 50%;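 also: 0% = vehicle wells with protein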
# Target sequence (O75030 whole entry, looked up): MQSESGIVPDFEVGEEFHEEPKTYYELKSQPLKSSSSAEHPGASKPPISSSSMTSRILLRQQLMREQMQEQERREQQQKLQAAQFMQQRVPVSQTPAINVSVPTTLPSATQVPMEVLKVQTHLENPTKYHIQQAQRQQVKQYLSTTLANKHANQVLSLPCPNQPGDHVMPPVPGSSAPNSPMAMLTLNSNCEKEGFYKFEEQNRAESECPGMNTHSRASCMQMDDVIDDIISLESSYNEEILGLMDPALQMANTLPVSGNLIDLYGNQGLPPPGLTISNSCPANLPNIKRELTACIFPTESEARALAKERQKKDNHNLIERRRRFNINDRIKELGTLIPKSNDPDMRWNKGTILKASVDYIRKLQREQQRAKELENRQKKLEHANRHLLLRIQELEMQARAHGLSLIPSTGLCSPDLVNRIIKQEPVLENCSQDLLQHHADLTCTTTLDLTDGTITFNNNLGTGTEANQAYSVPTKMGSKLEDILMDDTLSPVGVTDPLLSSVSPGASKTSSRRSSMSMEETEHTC
# GPR151 activ: activators of human GPR151 | PathHunter beta-arrestin GPR151 cells, luminescence | activation, % at 11.2 µM | 650,000 tested, 1% active | AID 1508602; in the data active = activation above about 4.9%;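 also: 0% = median of compound wells and 100% = cells with positive control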
# Target sequence (Q8TDV0 whole entry, looked up): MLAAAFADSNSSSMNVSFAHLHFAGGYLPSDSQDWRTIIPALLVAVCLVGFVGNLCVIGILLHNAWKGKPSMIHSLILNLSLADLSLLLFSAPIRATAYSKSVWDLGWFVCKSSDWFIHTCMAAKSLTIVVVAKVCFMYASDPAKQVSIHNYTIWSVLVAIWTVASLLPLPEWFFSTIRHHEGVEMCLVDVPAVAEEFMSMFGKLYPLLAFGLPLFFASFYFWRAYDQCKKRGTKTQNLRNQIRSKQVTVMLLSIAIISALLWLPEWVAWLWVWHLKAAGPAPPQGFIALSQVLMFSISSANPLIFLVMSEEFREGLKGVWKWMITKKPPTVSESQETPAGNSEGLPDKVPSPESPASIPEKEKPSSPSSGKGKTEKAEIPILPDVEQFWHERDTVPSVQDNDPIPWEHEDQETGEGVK
# * = called active by the depositor.
SMILES,TEAD-YAP inh,FBW7 act,MITF primary,GPR151 activ
CC(=O)C1=C(C)NC(SCC(=O)c2ccc(F)cc2)=C(C#N)C1c1cccc([N+](=O)[O-])c1 (stereo unspecified),-3,-0.1,1,-0.2
Cc1ccc(NS(=O)(=O)c2ccc(O)c(C(N)=O)c2)cc1C,3,0.8,10,-0.9
CCOC(=O)c1c(-c2ccc(OC)cc2)csc1NC(=O)c1ccccc1Cl,4,-0.2,1,0.5
CCOC(=O)C1=C(C)N=c2s/c(=C\c3ccc(-c4cc([N+](=O)[O-])ccc4Cl)o3)c(=O)n2C1c1ccccc1 (stereo unspecified),5,0.0,-11,1.0
CNC(=O)C(=O)NCC(c1ccco1)N1CCN(c2ccccc2F)CC1 (stereo unspecified),-2,0.4,3,3.4
CC1(C)OC(=O)C(=CNc2cc(C(F)(F)F)ccc2Cl)C(=O)O1,5,0.0,14,2.3
COc1ccc(NC(=O)N2CCN(c3nc4ccccc4n3C(C)C)CC2)cc1,4,-0.1,1,-0.5
N#Cc1cccc(S(=O)(=O)N2CCN(Cc3ccco3)CC2C(=O)N2CCCC2)c1 (stereo unspecified),-1,0.4,14,1.7
Cc1ncc(CO)c2cc(C(=O)Nc3ccc(C(N)=O)cc3)c(=O)oc12,6,0.1,10,-0.6
CC(C)CNC(=S)N1CCC(C(=O)c2ccc3c(c2)OCCO3)CC1,14,0.0,-16,-0.2
CC(C)CC(=O)N1CCN(CCN=CC2=C(O)CC(c3ccccc3)CC2=O)CC1 (stereo unspecified),9,-0.2,-15,0.2
CCN(CC)CCCNCC(=O)Nc1ccc2c(c1)CCC2,-4,-0.4,33,0.9
Cc1ccc(C)c(N2CCN(c3ccc(C(=O)Nc4cc(F)cc(F)c4)cc3[N+](=O)[O-])CC2)c1,-2,0.0,1,1.2
CC1CCCCN1CCCNC(=O)c1ccc2c(c1)NC(=O)c1ccccc1S2 (stereo unspecified),0,0.8,6,-0.4
CCOC(=O)CC(=O)C(Cc1ccccc1)NC(=O)OC(C)(C)C (stereo unspecified),2,0.1,12,0.5
CC(=O)c1c(NCc2ccco2)oc(C)cc1=O,-6,0.0,-4,-1.2
O=S(=O)(c1ccc(O)cc1)N1CCOCC1,-1,0.0,13,-0.9
C=CCNc1nc(Nc2ccccc2)nc(Nc2ccccc2)n1,-2,-0.2,-5,0.0
CCC(=O)N(Cc1cc2c(C)cc(C)cc2[nH]c1=O)CC1CCCO1 (stereo unspecified),3,-0.1,2,-0.8
CCN(C(=O)CCn1c(=O)oc2ccccc21)c1ccccc1C,3,0.0,8,-0.4

# Exported bar-delimited: 6 of the compounds above
canonical_smiles | TEAD-YAP inh | FBW7 act | MITF primary | GPR151 activ
CCOC(=O)CC(=O)C(Cc1ccccc1)NC(=O)OC(C)(C)C (stereo unspecified) | 2 | 0.1 | 12 | 0.5
CCN(CC)CCCNCC(=O)Nc1ccc2c(c1)CCC2 | -4 | -0.4 | 33 | 0.9
CCN(C(=O)CCn1c(=O)oc2ccccc21)c1ccccc1C | 3 | 0.0 | 8 | -0.4
O=S(=O)(c1ccc(O)cc1)N1CCOCC1 | -1 | 0.0 | 13 | -0.9
CC(=O)c1c(NCc2ccco2)oc(C)cc1=O | -6 | 0.0 | -4 | -1.2
C=CCNc1nc(Nc2ccccc2)nc(Nc2ccccc2)n1 | -2 | -0.2 | -5 | 0.0

# Other compounds
SMILES,TEAD-YAP inh,FBW7 act,MITF primary,GPR151 activ
CCc1ccc(-n2cnc3cc(C(=O)NCC(OC)OC)ccc32)cc1,0,0.5,0,0.2
COc1ccc2c(=O)c(CC(=O)O)coc2c1,1,0.0,0,-1.3
CN1C(=O)c2ccccc2C(C(=O)NCc2ccc3c(c2)OCO3)C1c1cccs1 (stereo unspecified),-5,0.0,3,-0.3
O=C(Cc1cn(-c2ccc(N3CCc4ccccc4C3)nn2)c2ccccc12)NCCO,-19,-0.1,-3,0.5
COc1ccc(CNC(=O)COc2ccc(C(C)C)cc2)cc1,4,0.1,32,0.2
CCCCCCCn1cnc2ccccc21,11,-0.1,14,-1.7
COc1ccccc1CN1CCc2c(nc(N3CCC(C)CC3)[nH]c2=O)C1,13,0.0,16,0.4
CCOc1ccc(C(=O)Nc2ccc3nn(-c4ccc(OC)cc4)nc3c2)cc1Cl,-11,-0.1,-4,0.1
CCC(c1nnnn1CC1CCCO1)N1CCN(c2ccccc2F)CC1 (stereo unspecified),-2,-0.1,-4,0.5
CCCn1c(=O)c2c(nc3n(-c4ccc(C(=O)OCC)cc4)c(C)cn23)n(C)c1=O,-4,-0.5,9,0.0
O=C(N/N=C1\C2CN3CCN(C2)CC1(Cc1ccccc1)C3)c1ccncc1,-14,0.0,5,-0.2
CC(C)(C)c1ccc2[nH]c3c(c2c1)CCCC3=O,-3,0.1,-19,0.3
COc1cccc(NC(=O)CCC2CCN(Cc3nccs3)CC2)c1,1,-0.1,3,1.2
CC(C)NC(=O)CSc1nc(C(C)(C)C)nc2ccccc12,2,-0.1,2,2.7
COc1ccc(CN2CCN(Cc3ccc(C)o3)C(CCO)C2)c(OC)c1C (stereo unspecified),6,-0.1,3,0.9
O=C(O)C1C2C=CC(O2)C1C(=O)Nc1ccc(Br)cc1 (stereo unspecified),4,0.0,14,0.9
O=C(NCCc1cnc[nH]1)c1ccc2c(c1)NC(=O)c1ccccc1N2,9,0.0,8,0.7
COc1ccc2c(CNCc3cccs3)c(C(=O)O)n(Cc3ccc(C)cc3)c2c1,-1,0.0,-6,2.7
COc1ccc(S(=O)(=O)N(CC(=O)NC2CCCC2)c2ccc(F)cc2)cc1,5,0.0,-1,4.7
CC(=O)N1CCc2cc(S(=O)(=O)CCC(=O)NC3CCC(C)CC3)ccc21 (stereo unspecified),12,0.2,5,-1.4
CCOC(=O)c1c(NC(=O)CSc2nnc(CNC(=O)c3cccc(C)c3)n2-c2ccc(OCC)cc2)sc2c1CCCC2,-1,0.4,-11,1.8
O=C(/C=C/c1ccco1)NC1CCCCNC1=O (stereo unspecified),-5,-0.3,37,0.9
Cc1ccc(-n2ncc3c(NCCCn4ccnc4)ncnc32)cc1C,-26,0.0,19,-1.1
COc1ccccc1OCc1nnc(SCC(=O)N2CCOCC2)o1,-5,-0.1,16,-0.9
CN=C(Nc1ccc(Cl)cc1)c1ccc(Cl)nc1,-5,0.1,7,-2.8
Cc1cccc(COc2cc3oc(=O)cc(C)c3cc2Cl)c1,0,-0.1,4,3.2
Cn1c(=O)[nH]c2nnc(-c3ccc(C(F)(F)F)cc3)nc2c1=O,-31,0.0,13,-7.1
COC(=O)c1ccc(C(=O)Nc2nc3cc4sc(NC(=O)c5ccc(C(=O)OC)cc5)nc4cc3s2)cc1,-2,-0.1,16,-0.6
COc1ccc(C=O)cc1OC(=O)Cc1ccccc1,3,0.2,4,1.4
O=C1c2cccc3c(Br)ccc(c23)C(=O)N1c1ccc(N2CCOCC2)cc1,9,-0.1,0,1.2

# Results in TEAD-YAP inh, GPR151 activ and MITF primary, for some of the entries so far:
compound,TEAD-YAP inh,GPR151 activ,MITF primary
COc1ccccc1OCc1nnc(SCC(=O)N2CCOCC2)o1,-5,-0.9,16
CN=C(Nc1ccc(Cl)cc1)c1ccc(Cl)nc1,-5,-2.8,7

# Continued:
SMILES,TEAD-YAP inh,FBW7 act,MITF primary,GPR151 activ
CCCCCCC1(C)NC(=S)N(c2ccc(C)cc2)N1 (stereo unspecified),-3,-0.1,-1,-0.2
O=[N+]([O-])c1ccc(-c2nc(C=Nc3ccccc3Cl)c(O)o2)cc1,-8,-0.1,6,0.8
CCCCOC(=O)c1ccc(NC(=O)c2cccc(N3C(=O)c4ccccc4C3=O)c2)cc1,2,0.0,-6,3.2
COC(=O)C(NC(=O)c1ccco1)(Nc1ccc(Cl)cn1)C(F)(F)F (stereo unspecified),-4,0.1,-9,-0.8
Cc1cc(C)n2nc(C(=O)OCCOc3ccc(F)cc3)nc2n1,2,0.6,17,-2.9
COc1ccc(C2=CSC3=NCCN23)cc1Br,8,-0.1,-1,-1.7
O=C(OCCCC(F)(F)C(F)(F)F)c1ccccc1C(=O)n1nnc2ccccc21,15,0.1,8,0.7
CCCn1cc(S(=O)(=O)CC(=O)NC2CCCCC2)c2ccccc21,0,-0.1,-23,-0.5
NC(=O)c1ccc(OCC2CCCO2)cc1 (stereo unspecified),8,0.0,1,-0.4
CCc1c(C)sc2ncn3c(=O)n(CC(=O)N4C(C)CCCC4C)nc3c12 (stereo unspecified),-4,-0.3,5,-1.8

# Quoted from the listing.
# GPR151 activ, `COC(=O)C(NC(=O)c1ccco1)(Nc1ccc(Cl)cn1)C(F)(F)F` (stereo unspecified) stands at -0.8
# MITF primary, `CCc1c(C)sc2ncn3c(=O)n(CC(=O)N4C(C)CCCC4C)nc3c12` (stereo unspecified) stands at 5
# GPR151 activ, `COc1ccc(C2=CSC3=NCCN23)cc1Br` stands at -1.7
# FBW7 act, `NC(=O)c1ccc(OCC2CCCO2)cc1` (stereo unspecified) stands at 0.0
# FBW7 act, `O=[N+]([O-])c1ccc(-c2nc(C=Nc3ccccc3Cl)c(O)o2)cc1` stands at -0.1

# More records.
SMILES,TEAD-YAP inh,FBW7 act,MITF primary,GPR151 activ
C/C=C(\C)CN1CCC2(CCC(CNC(=O)c3ccnn3C)O2)CC1 (stereo unspecified),-11,-0.1,-3,0.5
CC(OC(=O)CN1C(=O)C2CCCCC2C1=O)C(=O)NC(N)=O (stereo unspecified),-12,-0.1,-1,0.4
COc1ccc2c(c1)cc(C)c1nnc(SC)n12,-10,-0.1,-10,-0.3
CC(C)n1cnc2c(NC3CCN(Cc4ccccc4)CC3)nc(Nc3ccncn3)nc21,71*,0.3,15,-2.6
COc1ccc2c(c1OC)C(=O)OC2Nc1ccc(O)cc1 (stereo unspecified),7,0.1,19,-1.3
CS(=O)(=O)Oc1ccc(/C=C2/C(=N)N3C(=NC2=O)SN=C3S(C)(=O)=O)cc1,-8,0.9,2,-0.9
O=C(Nc1c2c(nn1-c1ccccc1)CS(=O)C2)c1ccc(Cl)c([N+](=O)[O-])c1 (stereo unspecified),3,-0.1,-13,0.5
COc1ccc(NC(=O)CSc2nc3c(cc2C#N)CCC3)cc1,-36,-0.1,1,-1.2
COc1ccc(-n2nc(C(=O)NCC(=O)NCc3ccco3)c3ccccc3c2=O)cc1Cl,7,0.3,25,-0.5
COc1cccc(-c2nnc(SCC(=O)N3CCCC3)o2)c1,-35,-0.1,-3,-3.2
CCc1ccc(N2C(=O)c3ccc(C(=O)OCC(C)=O)cc3C2=O)cc1,4,0.0,7,-1.0
Cc1cc(C)n2nc(CNC(=O)Nc3ccccc3C(F)(F)F)nc2n1,11,0.4,-2,-1.1
Cc1cnc(-n2ncc(C(=O)N3CCC(CO)CC3)c2C2CC2)nc1-c1cccs1,-17,0.0,-5,3.6
Cc1ccc(NC2SC(=O)N(Cc3cccc(C(=O)O)c3)C2=O)cc1 (stereo unspecified),-5,0.2,14,0.0
CC1CN(Cc2nc3c(c(=O)n(C)c(=O)n3C)n2Cc2cccc(Cl)c2)CC(C)O1 (stereo unspecified),5,-0.1,2,0.9
Cc1ccc(-n2nc3cc(C)c(NC(=O)c4cccc([N+](=O)[O-])c4)cc3n2)cc1,-7,0.1,3,2.2
Cc1ccc(NC(=O)c2c(-c3ccccc3Cl)noc2C)cc1Cl,-3,-0.1,1,0.2
Cc1cc(Cl)c(OCCCNCCN2CCOCC2)c(Br)c1,-7,-0.1,20,-0.1
c1cncc(CNc2ncnc3nc(Nc4nccc5ccccc45)[nH]c23)c1,-10,-0.1,7,3.6
CCOc1cc(/C=C2\C(=O)N(c3ccc(Cl)cc3)N=C2C)ccc1OCC(N)=O,3,-0.7,4,-0.5
O=C(O)c1c(CNCc2ccccc2Cl)c2ccccc2n1Cc1ccccc1,11,0.1,6,0.6
CCOc1cccc(C2Nc3ccccc3-c3nnc(SC)nc3O2)c1OC (stereo unspecified),-5,-0.1,-12,0.4
Cc1cc(Cl)ccc1NC(=O)/C(=C/c1cccc([N+](=O)[O-])c1)NC(=O)c1ccccc1F,-4,0.0,-20,-0.4
O=C1CC(NC(=O)C(F)(F)F)=NN1c1ccccc1,0,-0.2,-5,-0.2
COCCN1C(=O)/C(=C/c2cc(Br)ccc2OCC(=O)O)SC1=S,-5,-0.3,14,0.6
CCOC(=O)Nc1ccc2c(CN3C(=O)NC(CC)(CC)C3=O)cc(=O)oc2c1,-4,0.1,4,-0.9
CCOC(=O)C1=C(C)N=c2s/c(=C\c3cc(Br)ccc3OC)c(=O)n2C1c1ccc(C(C)C)cc1 (stereo unspecified),-11,0.2,1,1.7
C/C(=N\NC(=O)c1ccccn1)c1cccnc1,-10,-0.3,-3,-3.1
O=C1OC(c2cccc3ccccc23)=N/C1=C/c1ccc2c(c1)OCO2,8,0.6,16,-0.2
CC(C(=O)NCc1ccco1)N1C(=O)c2ccccc2C1=O (stereo unspecified),1,0.0,-6,0.4
CC(C)c1ccc(NC(=O)N2CCC(C(N)=O)(N3CCCCC3)CC2)cc1,-5,-0.1,1,0.9
CN(C(=O)c1cnc(N2CCN(c3ncccn3)CC2)c2ccccc12)c1ccc(F)cc1,3,0.3,21,-0.7
Nc1ncnc(NNC(=O)CNC(=O)c2ccccc2F)c1[N+](=O)[O-],7,-0.2,10,-0.6
O=C(c1ccc(CSc2nc(-c3ccc(Cl)cc3)cs2)o1)N1CCCC1,-26,-0.1,6,2.8
O=C(c1ccncc1)N(NC(=O)C(O)(c1ccccc1)c1ccccc1)c1ccccc1,2,0.0,-5,0.6
Cc1ccc(NC(=S)N2CCCC(CO)C2)c(C)c1 (stereo unspecified),-6,0.0,3,0.5
COc1ccc(OCCOCCOc2ccc(C)cc2[N+](=O)[O-])cc1,1,0.0,1,0.1
